Source: PubChem BioAssay
GLP-1R agonist = qHTS of GLP-1 Receptor Agonists; HEK293 GLP-1R CRE-luciferase, luminescence, 4-6 h; cells express a hypersensitive GLP-1R form; Potency, µM (highest dose often 45.6 µM), inactives show top-dose activation, hits mostly activators; actives 0.007% (n = 380,000); AID 624172, 2012; further: potency means the concentration at half of the fitted maximal effect; % of control where 0% means no effect
Target sequence (P43220 whole entry, looked up): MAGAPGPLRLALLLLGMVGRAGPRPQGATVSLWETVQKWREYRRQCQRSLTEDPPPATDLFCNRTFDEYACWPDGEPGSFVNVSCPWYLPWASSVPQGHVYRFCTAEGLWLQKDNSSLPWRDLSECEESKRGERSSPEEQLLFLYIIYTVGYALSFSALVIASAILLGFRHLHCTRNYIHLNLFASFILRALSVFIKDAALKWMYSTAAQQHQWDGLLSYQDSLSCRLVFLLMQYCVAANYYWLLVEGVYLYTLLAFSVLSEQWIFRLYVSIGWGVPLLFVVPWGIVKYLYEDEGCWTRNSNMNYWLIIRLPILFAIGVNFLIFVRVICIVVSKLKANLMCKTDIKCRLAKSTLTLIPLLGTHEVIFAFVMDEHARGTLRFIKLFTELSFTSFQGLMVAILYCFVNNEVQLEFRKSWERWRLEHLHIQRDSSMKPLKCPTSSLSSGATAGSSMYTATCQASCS
EPAC1 antagonist = qHTS for Antagonist of cAMP-regulated guanine nucleotide exchange factor 3 (EPAC1): primary screen. Rap guanine nucleotide exchange factor 3 (Homo sapiens), O95398. EPAC1 GEF assay, Rap1b-BODIPY-GDP exchange fluorescence. Potency, µM (series often up to 115 µM), for the others: at the highest dose activity change, negative = inhibition, hits mostly inhibitors. actives 0.14% (n = 360,000);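 further: potency means the concentration at half of the fitted maximal effect; plate controls were vehicle for no effect and positive control for full effect; nearly all actives have a fitted effect of over 50% in size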
PI5P4Ka inh = qHTS for Inhibitors of phosphatidylinositol 5-phosphate 4-kinase (PI5P4K). Phosphatidylinositol 5-phosphate 4-kinase type-2 alpha (Homo sapiens), P48426. PI5P4Kalpha enzyme, ADP-Glo luminescence, 60 min; stronger effect = lower value. max response, %. actives 1.2% (n = 330,000); active means max response of -50% or lower; inconclusive means between -30% and -50%; inactive means -30% or higher; further: value at the top dose of about 77 µM; on the % scale 0 is the no-effect control and ±100 the full control effect
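Compounds were pin-transferred onto PI5P4Kalpha and substrate in HEPES pH 7.4 buffer with EGTA, CHAPS and 5% DMSO. ATP (5 microM final) started the reaction, which ran 60 minutes at room temperature before ADP-Glo detection.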
PTHR1 agonist = qHTS for PTHR1 Agonists: Primary Screen | HEK293 GP2 PTHR1 cells, GloSensor cAMP luminescence, 1 h | AID 743266, 2014 | actives 0.075% (n = 410,000) | Potency, µM (series often up to 115 µM), for inactives: at the top dose activation, actives largely listed as activators; further: potency means the concentration at half of the fitted maximal effect; nearly all actives have a fitted effect of over 55% in size; some results filed as inactive show a strong effect at the top dose; inactives centre near -15; many of its hits are not listed in these tables
Target sequence (Q03431 whole entry, looked up): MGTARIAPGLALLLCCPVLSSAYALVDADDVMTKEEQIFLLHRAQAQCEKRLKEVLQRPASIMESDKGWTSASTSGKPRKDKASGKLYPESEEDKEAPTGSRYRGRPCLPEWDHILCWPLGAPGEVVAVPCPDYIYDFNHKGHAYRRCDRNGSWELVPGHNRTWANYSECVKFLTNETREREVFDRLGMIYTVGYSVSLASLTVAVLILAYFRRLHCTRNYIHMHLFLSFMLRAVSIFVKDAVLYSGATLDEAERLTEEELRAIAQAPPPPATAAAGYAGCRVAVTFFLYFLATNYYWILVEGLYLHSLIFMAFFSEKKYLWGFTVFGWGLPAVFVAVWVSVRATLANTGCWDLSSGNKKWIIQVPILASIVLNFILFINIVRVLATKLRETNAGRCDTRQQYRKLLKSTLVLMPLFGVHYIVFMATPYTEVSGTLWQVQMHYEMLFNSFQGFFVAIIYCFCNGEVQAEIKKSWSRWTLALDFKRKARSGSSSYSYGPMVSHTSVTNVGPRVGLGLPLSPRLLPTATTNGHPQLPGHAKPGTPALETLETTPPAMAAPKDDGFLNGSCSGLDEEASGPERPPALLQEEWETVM
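HEK-293-derived GP2 cells expressing PTHR1 and a GloSensor cAMP reporter, 3,000/well, plated overnight, given luciferin plus IBMX (each 0.5 mM as added) for 1 h at 37 °C, then compound for 1 h at 37 °C. Luminescence was read after 15 min at room temperature.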
GLP1R cytotox = qHTS of GLP-1 Receptor Inverse Agonists: Cytotox Screen. HEK293 cAMP-luciferase reporter cells, luminescence, 24 h. Potency, µM (series often up to 38.3 µM), for inactives: top-dose activity change, negative = inhibition, most hits filed as inhibitors. actives 0.13% (n = 410,000);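 further: loss of luciferase light is scored as toxicity; potency means the concentration at half of the fitted maximal effect; on the % scale 0 is the no-effect control and ±100 the full control effect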
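A 23 nL compound transfer followed 12 hours of cell culture at 37 deg C; exposure then lasted 24 hr. Luciferase assay detection reagent was dispensed and plates read for luminescence after a 12 min room-temperature wait.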
PLK1 PBD inh = qHTS for Inhibitors of PLK1-PDB (polo-like kinase 1 - polo-box domain): Primary Screen; Serine/threonine-protein kinase PLK1 (Homo sapiens), P53350; actives 2.8% (n = 360,000); Plk1 PBD binding of FITC phosphopeptide, fluorescence polarization; Potency, µM, for inactives: max response, negative = inhibition, hits mostly inhibitors; further: potency means the concentration at half of the fitted maximal effect; series mostly up to about 57 µM; on the % scale 0 is the no-effect control and ±100 the full control effect; nearly all actives have a fitted effect of over 65% in size
GLP-1R inv ag = qHTS of GLP-1 Receptor Inverse Agonists (Inhibition Mode); Glucagon-like peptide 1 receptor (Homo sapiens), P43220; Potency, µM (doses to about 38.3 µM), for inactives: at the highest dose activity change, negative = inhibition, hits mostly inhibitors; actives 1.6% (n = 410,000); HEK293 GLP-1R CRE-luciferase, luminescence, 24 h; GLP-1R form is constitutively active; further: potency means the concentration at half of the fitted maximal effect; on the % scale 0 is the no-effect control and ±100 the full control effect; nearly all actives have a fitted effect of over 55% in size
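HEK293 cells stably co-expressing constitutively active GLP-1R and a cAMP-responsive luciferase reporter were seeded in DMEM with 10% Nu serum, given compounds after 12 h, and incubated 24 h at 37 deg C. Luminescence was then read.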
EPAC1 agonist = qHTS for Agonist of cAMP-regulated guanine nucleotide exchange factor 3 (EPAC1): primary screen; Potency, µM (doses to about 154 µM), for inactives: top-dose activation, most hits filed as activators; AID 720707, 2013; EPAC1 agonist qHTS, biochemical assay; response scale: 100% = response to 6.5 mM cAMP; actives 0.073% (n = 360,000); further: potency means the concentration at half of the fitted maximal effect; nearly all actives have a fitted effect of over 60% in size
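Normalized to 6.5 mM cAMP, activity reflects EPAC1-catalysed release of BODIPY-GDP from Rap1B, followed kinetically over 30 min at 480 nm excitation, 540 nm emission. Reaction contained 100 nM EPAC1, 250 nM Rap1B-BODIPY-GDP, 50 uM GDP.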
IL-2 act = qHTS of IL-2 Activators | actives 0.065% (n = 360,000) | activation, % (series mostly up to about 46 µM) | AID 652025, 2013 | IL-2 activation reporter assay, cell-based qHTS; stimulated with anti-CD3/CD4/CD28 beads; in transgenic mouse T cells; in the data active means activation above about 50%; inconclusive means mostly about 30% to 49%; further: 0% is about no effect
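Using fluorescent plate cytometry, EGFP and DsRed are detected in transgenic mouse T cells stimulated 18 h at 37 degrees C with antibody-coated beads after 60 min compound pretreatment.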
* hit, by the source's call; i = inactive; ? = inconclusive; . = not tested or not shown; & = joins results of further samples; [ ] = another dose, or the depositor's remark. Unless noted, the call rests on the fitted dose curve; in most records, active means well fitted curve in the direction sought with a large enough effect; inconclusive means small, poorly fitted or top-dose-only effect, or another doubt; inactive means no such curve, though single readings can be large; an effect the other way counts as inactive or inconclusive.

SMILES	GLP-1R agonist	EPAC1 antagonist	PI5P4Ka inh	PTHR1 agonist	GLP1R cytotox	PLK1 PBD inh	GLP-1R inv ag	EPAC1 agonist	IL-2 act
NC(=O)C1CCCN1Cc1ccc2c(c1)OCO2 (stereo not given)	-1%	8%	0	-4%	-2%	-9%	7%	-8%	0.9
CCOc1ccccc1NS(=O)(=O)N(C)C	5%	3%	.	-4%[57.5 µM]	4%	-7%	7%	8%	-1.7
O=S(=O)(NCc1ccccc1)c1cnc[nH]1	0%	-3%	1	i	6%	0%	12%	20%	1.1
CC1=CC(C)(C)N(C(=O)CN2C(=O)c3ccccc3C2=O)c2ccc(C)cc21	0%	-4%	.	i	5%	-1%	-15%	22%	2.7
CC(C)CN(CC(C)C)S(=O)(=O)N1CCC(C(=O)N2CCc3ccccc3C2)CC1	-4%	27%	5	-41%[inhibitor]	15%[1.53 µM]	1%	?	17%	-0.1
COc1ccc([N+](=O)[O-])cc1NC(=O)c1ccccc1SC	3%	-4%	0	-12%	10%[0.307 µM]	1%	3%[0.307 µM]	-1%	0.2
COc1ccc(CN=C2NN=C(c3cccc(OC)c3)CS2)cc1	1%	-12%	0	-14%	-1%	?	0%	2%	-2.1
O=c1cc(-c2ccccc2Cl)oc2cccc(O)c12	6%	6%	-7	i	-23%	2%	7%	-10%	0.6
CCOC(=O)c1c(NC(=O)CC2Sc3ccc(C(F)(F)F)cc3NC2=O)sc(C)c1C (stereo not given)	5%	-3%	1	i	-6%	-2%	1%	-1%	1.3
O=S1(=O)CCC(NC(=S)Nc2ccc3ccccc3c2)C1 (stereo not given)	12%	-13%	1	i	-18%	0%	4%	-17%	-3.2
CCCCn1c(N)c(N(CCOC)C(=O)c2cccc(S(=O)(=O)N3CCCCC3)c2)c(=O)[nH]c1=O	5%	1%	2	i	4%	3%	?	0%	-0.8
O=S1(=O)CCC(=Nc2ccc(Cl)cc2)c2ccsc21	-5%	-5%	-1	-16%	4%	-12%	1%	-6%	-0.1
CC1CC(C)CN(C(=O)COC(=O)C2CCN(S(=O)(=O)c3c(Cl)cccc3Cl)CC2)C1 (stereo not given)	0%	-12%	-2	-63%[inhibitor]	16%	-7%	?	6%	-4.4
COCCCNC(=O)c1ccc(Cn2c(=O)[nH]c3ccccc3c2=O)cc1	-4%	12%	-2	5%	2%	3%	3%	7%	-0.8
CCS(=O)(=O)N1Cc2ccccc2CC1C(=O)OCC(=O)N(C(C)C)C(C)C (stereo not given)	-3%	-7%	1	i	1%	-1%	-29%	-3%	0.6
O=C1NN(c2ccccc2)C(=O)C2C1C1C=CC2C12CC2 (stereo not given)	-1%	-26%	6	i	-5%	-10%	-19%	-5%	-0.4
CC(C)c1ccc(NC(=O)CCNS(=O)(=O)c2cc(Br)cnc2N)cc1	-7%	5%	2	-10%	-7%	2%	?	-9%	-2.2
Cc1ccc(C(=O)N2NC(c3ccc(F)cc3)C3C(=O)N(c4ccc(C)c(C)c4)C(=O)C32)cc1 (stereo not given)	-5%	-26%	-1	-12%	23%	-17%	?	4%	-3.1
CC(C)OC(=O)c1nnc(Cc2ccc(Cl)cc2)o1	2%	-24%	1	-16%	-5%	0%	-6%	-8%	-0.7
COc1ccc(NC(=S)N2CCC(c3nc4ccccc4[nH]3)CC2)c(OC)c1	-7%	1%	.	-16%	-6%	-16%	24%	7%	-1.9
Oc1ccc(C=NNc2ccccn2)c(O)c1	-4%	3%	-8	-21%	?	1%	-10%	6%	-0.5
O=C(/C=C/c1ccco1)N1CCN(S(=O)(=O)c2cccs2)CC1	4%	?	-27	-11%	-5%	-25%	-4%	2%	-3.2
CCN(C(=O)CSc1nccc(=O)[nH]1)C1CCCCC1	-5%	0%	-1	23%	17%	-14%	4%	0%	1.1
Cc1cccc(N2CCN(S(=O)(=O)c3ccc4c(c3)NC(=O)CS4)CC2)c1C	-3%	-8%	1	-59%[inhibitor]	-18%	27µM*	?	12%	0.9
Cc1cccc(-c2nnc(SCc3ccc(C#N)cc3)n2Cc2ccco2)c1	1%	-8%	.	-25%	?	-3%	?	12%	1.2
SMILES	GLP-1R agonist	EPAC1 antagonist	PI5P4Ka inh	PTHR1 agonist	GLP1R cytotox	PLK1 PBD inh	GLP-1R inv ag	EPAC1 agonist	IL-2 act
O=C(O)c1cnc2[nH]c3ccccc3n2c1=O	6%	7%	-2	-7%	-2%	-14%	8%	7%	1.4
COc1ccc(Cl)cc1NC(=O)CCN1CCN(C)CC1	-3%	-5%	1	i	-2%	-9%	-20%	4%	-2.9
CCN1CCN(S(=O)(=O)c2ccc(Cl)c(C(=O)N(C)Cc3cccc(OC)c3)c2)CC1	-3%	-18%	1	i	6%	-5%	-2%	-8%	-0.1
CC(C)C(=O)Nc1ccc(N2CCOCC2)c(S(=O)(=O)Nc2ccccc2Cl)c1	1%	-19%	-25	-38%	8%	-15%	?	6%	0.2
O=C(Nc1cc(Cl)ccc1Cl)C1Cc2ccccc2O/C1=N\O (stereo not given)	19%	-5%	4	i	4%	-10%	?	9%	0.3
NNc1ccc(S(=O)(=O)N2CCCCC2)cn1	11%	-25%	6	-2%	-18%	-10%	-1%	5%	2.1
Clc1ccc(N2CCN(Cc3ccco3)CC2)cc1	0%	-18%	3	0%	14%	-14%	-40%	6%	0.0
CS(=O)(=O)N(CC(=O)O)c1ccc(Oc2ccccc2)cc1	6%	8%	.	i	5%	-2%	1%	-3%	0.8
CCc1ccc2c(F)cccc2n1	7%	3%	4	-21%	-1%	-6%	4%	6%	0.2
O=C(Nc1cccc2c1C(=O)NC2=O)c1ccc(S(=O)(=O)N2CCCC2)cc1	-5%	-9%	2	-31%	11%	?	0%	6%	-2.6
O=C(Nc1ccc(F)cc1)Nc1ccc2snnc2c1	-1%	.	.	-72%[inhibitor]	-22%	.	?	.	.
CCOc1ccc(CCNC(=O)COC(=O)CSc2ccccc2C)cc1OCC	-1%	-14%	11	i	4%	4%	24%	-12%	0.2
Cc1ccc(S(=O)(=O)N2CC=C(C(=O)NC3CCCC3)CC2)cc1	4%	-20%	-4	i	1%	27µM*	16%	12%	-3.3
COC(=O)[C@H](CCSC)NC(=O)NC1CC1	-2%	-3%	2	i	2%	4%	-5%	13%	-0.7
CCn1nc(C(=O)NCc2ccco2)c(Cl)c1Cl	0%	-10%	-7	i	5%	0%	30%	3%	0.0
COc1ccc(/C(N)=N/OC(=O)c2cccc([N+](=O)[O-])c2)cc1OC	-4%	-14%	-8	i	-2%	-10%	-8%	5%	-0.7
O=C(CNC(=O)c1ccc(Cl)cc1Cl)OCc1nnc(-c2ccccc2Br)o1	-2%	-1%	-13	-15%	1%	-2%	16%	2%	-1.8
O=[N+]([O-])/C=C\c1ccc(N2CCOCC2)cc1	-7%	9%	1	-44%[inhibitor]	?	30µM*	11µM*	9%	-4.3
Cc1cc(C)n2nc(SCc3c(F)cccc3Cl)nc2n1	10%	11%	-9	i	4%	?	10%	-15%	0.1
COc1cccc(CN(C)Cc2nc(Cc3ccccc3Cl)no2)c1	5%	0%	5	-35%[inhibitor]	5%	-2%	?	7%	-1.2
COCCNC(=O)/C(C#N)=C/c1ccc(SC)cc1	10%	-9%	1	-18%	-14%	-15%	-11%	1%	0.6
O=C(NS(=O)(=O)c1ccccc1)c1ccccc1O	-14%	8%	-17	-2%	-15%	24µM*	-3%	-17%	0.1
Cc1cccc(NC(=O)C2CCCN2S(=O)(=O)c2ccc3c(c2)n(C)c(=O)c(=O)n3C)c1 (stereo not given)	0%	-5%	-1	-24%&-17%	2%&3%	-11%	4%&8%	-31%[inhibitor]	-3.1
CCN1CCN(S(=O)(=O)c2ccc(Cl)c(C(=O)N(C)C(c3ccccc3)c3ccccc3)c2)CC1	5%	-16%	1	i	?	1%	?	1%	0.3
CC(C)c1cc(-c2cc(C(=O)Nc3ccccc3)on2)nc(NC2CCCC2)n1	-8%	-13%	10	i	-20%	-17%	-7%	-18%	-1.7
O=C(CN1CCN(c2ccccn2)CC1)NCc1cccs1	-1%	7%	0	i	21%	-11%	-3%	2%	-3.5
OCCNC(=S)Nc1ccc(Oc2ccccc2)cc1	1%	-16%	1	i	6%	-11%	-16%	11%	-0.3
O=C(CCN1N=C(c2ccccc2)CCC1=O)NC1CCCC1	13%	5%	-6	i	0%	2%	1%	-2%	0.5
Cc1cc(NS(=O)(=O)c2ccc3c(c2)OCCO3)no1	4%	9%	-4	-24%	-6%	-1%	6%	-8%	-0.4
Nc1nc2ccccc2n1C(=O)c1ccc(F)cc1	-2%	-3%	-1	-28%	17%	-15%	?	8%	-0.1

Whole records, looked up by structure.
Record of OCCNC(=S)Nc1ccc(Oc2ccccc2)cc1 → GLP-1R agonist = 1%; EPAC1 antagonist = -16%; PI5P4Ka inh = 1; PTHR1 agonist = i; GLP1R cytotox = 6%; PLK1 PBD inh = -11%; GLP-1R inv ag = -16%; EPAC1 agonist = 11%; IL-2 act = -0.3
Record of COCCNC(=O)/C(C#N)=C/c1ccc(SC)cc1 → GLP-1R agonist = 10%; EPAC1 antagonist = -9%; PI5P4Ka inh = 1; PTHR1 agonist = -18%; GLP1R cytotox = -14%; PLK1 PBD inh = -15%; GLP-1R inv ag = -11%; EPAC1 agonist = 1%; IL-2 act = 0.6

Only part of the results is shown, so the mix of outcomes need not match the whole.
